Source: PubChem BioAssay
GAA glycogen mod: alters human alpha-glucosidase cleavage of glycogen; P10253; recombinant GAA, glycogen substrate, Amplex Red glucose oxidase fluorescence; Potency, µM (series often up to 76.4 µM), for inactives: at the highest dose activity change, negative = inhibition, most hits filed as inhibitors; 300,000 compounds, 0.38% hits;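 further: 0% = full enzyme reaction and -100% = no-enzyme basal signal; the screen sought inhibitors and activators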
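Recombinant human enzyme (4 nM); glycogen substrate; 37 C, 40 min, pH 5.0. Readout: coupled glucose oxidase/Amplex Red fluorescence.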
Epigenetic derep: derepresses silenced GFP reporter in murine cells; 280,000 compounds, 0.2% hits; murine LDR cells, GFP reporter derepression, 30 h; Potency, µM (doses to about 53.9 µM), inactives show top-dose GFP activation, usual class: activators; AID 1865; further: % of control where 0% means no effect; nearly all actives have a fitted effect of over 60% in size
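In this reporter-derepression format, murine cells bearing a silenced integrated CMV-GFP locus incubate with test compound (30 h, 37 C), then are washed and imaged; fluorescent objects of 20–120 um count as induced cells.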
Tau fluor cs: counter-screen for tau fibril formation inhibitors; Potency, µM (titrated, usually from 57.7 µM), for the others: top-dose activity change, negative = decrease; tau K18 P301L Alexa594 fluorescence, heparin fibrillization; 280,000 compounds, 0.93% hits; further: on the % scale 0 is the no-effect control and ±100 the full control effect; nearly all actives have a fitted effect of over 55% in size
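Human tau K18 P301L (15 uM unlabeled, 0.24 uM Alexa 594-labeled) in 100 mM sodium acetate pH 7 with 20 uM heparin, 6 hr at 37 C. ThT 30 uM added, 1 hr ambient; Alexa 594 FP and total fluorescence read at 555/632 nm.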
The depositor's hits bear a star; ? = inconclusive; [ ] = another dose, or the depositor's remark. The call rests on the fitted dose curve; in most records, active means well fitted curve in the direction sought with a large enough effect; inconclusive means small, poorly fitted or top-dose-only effect, or another doubt; inactive means no such curve, though single readings can be large; an effect the other way counts as inactive or inconclusive. Potency means the concentration at half of the fitted maximal effect. Only part of the results is shown; the hit share may differ from the screen's.

SMILES | GAA glycogen mod | Epigenetic derep | Tau fluor cs
CSc1ccc(C2c3c(oc4cc(C)cc(C)c4c3=O)C(=O)N2CCO)cc1 (centres undefined) | ? | -2.6% | 4%
Cc1c(CNC2CCCCC2)c(C(=O)O)c(C)n1Cc1ccc(F)cc1 | 4%[76.3 µM] | -4.4% | -6%
Cc1ccccc1OCc1ccc(-c2nc(C#N)c(N3CCN(C)CC3)o2)o1 | -7%[76.3 µM] | 1.1% | -23%
O=C(NCc1ccccc1)c1ccc2c(c1)CCN2S(=O)(=O)c1ccccc1 | 6%[76.3 µM] | 1.5% | -29%
CCOc1ccc(C2=NC(c3ccncc3)=Nc3ccc(C)cc3N2)cc1OCC | -18%[76.3 µM] | 2.4% | -15%
CCCC12CN3CC(C)(CN(C1)C3c1cn(CC)c3ccccc13)C2=O (centres undefined) | -3%[76.3 µM] | -2.6% | -3%
CCCOc1cccc(C2c3c(oc4ccc(F)cc4c3=O)C(=O)N2CCc2ccc(OC)cc2)c1 (centres undefined) | -11%[76.3 µM] | -0.1% | -7%
Cc1ccc(C#N)c(=O)n1CC(=O)Nc1ccccc1C(F)(F)F | -13%[76.3 µM] | 0.0% | -12%
COc1ccc(C)cc1NC(=O)N(Cc1ccc(C)o1)C1CCN(C(C)=O)CC1 | -9%[76.3 µM] | -1.2% | -12%
CCOc1ccc(NC(=O)CSc2nnc3scc(-c4ccc(Cl)cc4)n23)cc1 | 16%[76.3 µM] | -1.4% | ?
CCOc1ccc(NC(=O)Cn2c(=O)n(-c3ccc(C)cc3)c(=O)c3cc(OC)c(OC)cc32)cc1 | 10%[76.3 µM] | 1.3% | ?
O=C(CCSc1nc(-c2ccco2)cc(C(F)(F)F)n1)Nc1cccc(O)c1 | -13%[76.3 µM] | -2.1% | ?
Cc1ccc(Oc2c(C(F)(F)F)oc3c(CN4CCC(C)CC4)c(O)ccc3c2=O)cc1 | -9%[76.3 µM] | 0.8% | -10%
CCOc1ccc(NC(=O)CNS(=O)(=O)c2ccc(Br)s2)cc1 | 7%[76.3 µM] | 0.9% | -9%
CCc1nc2nc(C)c(NS(=O)(=O)c3ccc(C(C)(C)C)cc3)c(=O)n2[nH]1 | 7%[76.3 µM] | 4.6% | -4%
CCc1noc(-c2ccc(NC(C)c3ccccc3)c([N+](=O)[O-])c2)n1 (centres undefined) | -2%[76.3 µM] | -4.0% | -1%
COc1ccc(-c2nc3cc(C(C)C)ccc3o2)cc1NC(=O)c1ccccc1[N+](=O)[O-] | -8%[76.3 µM] | 1.1% | ?
CCc1ccc(NC(=O)Cn2nc(C(F)(F)F)c3c2CCCC3)cc1 | -2%[76.3 µM] | -0.1% | -24%
COc1ccc(-c2nc3cc(NC(=O)COc4ccc(F)cc4)ccc3o2)cc1 | 13%[76.3 µM] | 4.8% | -19%
CC(=O)Nc1ccccc1-c1nc2ccccc2n(C(C)C(=O)Nc2cccc(C)c2C)c1=O (centres undefined) | -12%[76.3 µM] | 1.4% | 3%
Cc1ccc(CNc2c(C)c(C)nc3nncn23)cc1 | -5%[76.3 µM] | -1.5% | 1%
CC1CN(C(=O)Nc2ccc(C(=O)NCCc3ccccc3)cc2)c2ccccc2S1 (centres undefined) | -5%[76.3 µM] | -1.1% | -24%
CCc1ccc(CN2C(=O)c3ccccc3C2C(=O)NC2CCCCCC2)cc1 (centres undefined) | 12%[76.3 µM] | -1.8% | -5%
Cc1ccc2c(=O)c(C(=O)c3cccc(Cl)c3)cn(CC(=O)NCc3ccc(F)cc3)c2n1 | -4%[76.3 µM] | ? | -5%
COc1ccc(C(=O)Nc2ccccc2-c2nc3ccccc3s2)cc1OC | -7%[76.3 µM] | 0.0% | -29%
Following part:
SMILES | GAA glycogen mod | Epigenetic derep | Tau fluor cs
Cc1cc(=O)c2cc(C(=O)Nc3cccc(C)c3C)ccc2[nH]1 | 4%[76.3 µM] | -0.5% | -5%
COc1ccc(-c2cn3c(n2)sc2cc(C(=O)NCCC4=CCCCC4)ccc23)cc1 | 7%[76.3 µM] | 4.2% | -11%
Cc1ccc(C)c(N2CCN(Cc3csc(C)c3)CC2)c1 | -13%[76.3 µM] | 3.5% | -2%
Cc1ccc(-c2nc(NC(=O)CSc3nc(C)nc4sc5c(c34)CCCC5)ns2)cc1 | 5%[76.3 µM] | -0.1% | -7%
COc1ccc(NC(=O)c2cc3c(-c4ccccc4F)nn(C)c3s2)c(OC)c1 | ? | 5.9% | ?
COC(=O)c1cc2sccc2n1Cc1ccc(F)cc1Cl | 11%[76.3 µM] | 2.2% | -14%
O=C(CSc1oc(-c2ccco2)nc1S(=O)(=O)c1ccc(Cl)cc1)c1ccccc1 | -7%[76.3 µM] | -1.0% | ?
CCCNC(=O)C1=CC(c2ccc3c(c2)OCO3)=NS(=O)(=O)N1C | 8%[76.3 µM] | -2.3% | -8%
CCC(C(=O)NCc1cc(OC)ccc1OC)n1nc(C)c2sc3ccccc3c2c1=O (centres undefined) | 12%[76.3 µM] | -3.2% | -4%
COc1ccccc1CNC(=O)CCCCn1c(=O)c2ccccc2n(CC(=O)Nc2cc(Cl)ccc2C)c1=O | 17%[76.3 µM] | 4.4% | -22%
CC(=O)Nc1nonc1-c1nnc(SCC(=O)Nc2cc(C)cc(C)c2)n1-c1ccccc1 | -5%[76.3 µM] | -2.4% | -18%
O=C(Nc1ccc2oc(-c3ccncc3)nc2c1)c1ccccc1Cl | 2%[76.3 µM] | 0.1% | -5%
CCN(CC)S(=O)(=O)c1ccc(NC(=O)CN(c2ccccc2)S(=O)(=O)N(C)C)cc1 | 11%[76.3 µM] | 0.0% | ?
Cc1ccc(CNC(=O)c2ccc3nc(SCc4ccc(F)cc4)[nH]c3c2)cc1 | 6%[76.3 µM] | 0.0% | ?
O=C(Nc1ccccc1F)c1nc(SCc2ccccc2F)ncc1Cl | 18%[76.3 µM] | -3.9% | -26%
Cc1ccc(C2CC(=O)Nc3cc4c(cc32)OCCO4)cc1Br (centres undefined) | 11%[76.3 µM] | 0.6% | -9%
CC(C)c1ccc(NC(=O)C(NS(=O)(=O)c2ccc3c(c2)CCC(=O)N3)c2ccccc2)cc1 (centres undefined) | 13%[76.3 µM] | -1.1% | ?
COc1ccccc1CNc1nc2c(S(=O)(=O)c3ccccc3)nnn2c2ccc(Cl)cc12 | -9%[76.3 µM] | 2.2% | 1%
CCOc1cccc(C2c3c(oc4ccccc4c3=O)C(=O)N2c2nc(C)c(C(=O)OC)s2)c1 (centres undefined) | -6%[76.3 µM] | 0.8% | -6%
CCOc1ccccc1NC(=O)C1CCCN(S(=O)(=O)c2cccs2)C1 (centres undefined) | -6%[76.3 µM] | -0.9% | -22%
CC(C)Oc1ccc(CNC(=O)C2CCN(C(=O)c3sccc3-n3cccc3)CC2)cc1 | -9%[76.3 µM] | 0.0% | -3%
Cc1ccccc1Nc1c(-c2cc(Br)ccc2F)nc2ccccn12 | -16%[76.3 µM] | 2.0% | -16%
Cc1cc(C)c(NC(=O)CCn2c(=O)c3cccn3c3ccccc32)c(C)c1 | 3%[76.3 µM] | 0.8% | -22%
Cc1cccc(C)c1NC(=O)CN(Cc1ccc(Br)cc1)S(=O)(=O)c1ccccc1 | 15%[76.3 µM] | 0.9% | ?
O=C(NC1CCCCC1)c1ccc2c(c1)N(Cc1ccc(F)cc1)C(=O)c1ccccc1S2(=O)=O | -5%[76.3 µM] | 1.7% | ?
Other compounds follow.
SMILES | GAA glycogen mod | Epigenetic derep | Tau fluor cs
COc1ccc(-c2cc(C(=O)Nc3cccc(O)c3)on2)cc1OC | ? | 0.0% | ?
Cc1cc(C)cc(NC(=O)CSc2oc(-c3ccccc3)nc2S(=O)(=O)c2ccc(Cl)cc2)c1 | -2%[76.3 µM] | 2.1% | -20%
CCN(CC)S(=O)(=O)c1ccc(-c2csc(=Nc3cccc(C(F)(F)F)c3)n2Cc2ccc3c(c2)OCO3)cc1 | -6%[76.3 µM] | -1.6% | -29%
COc1ccc(NC(=O)CC2C(=O)N(c3ccc(C)cc3)C(=O)N2Cc2ccc(C)cc2)cc1 (centres undefined) | 14%[76.3 µM] | -3.0% | -27%
COc1ccc(OC)c(NC(=O)Cc2coc3ccc(C(C)C)cc23)c1 | 1%[76.3 µM] | -1.9% | ?
CCc1ccc(NC(=O)CC(NCc2cccnc2)C(=O)O)cc1 (centres undefined) | 11%[76.3 µM] | 4.1% | 2%
CCOc1ccccc1N(C)C(=O)Cn1cnc2sc(C)c(S(=O)(=O)N3CCC(C)CC3)c2c1=O | 9%[76.3 µM] | -2.3% | -23%
Cc1nn(CC(=O)O)c(=O)c2cc3cc(F)ccc3n12 | -4%[76.3 µM] | 0.0% | -11%
Cc1ccc(C(C)C)c(OCC(=O)Nc2cc(-c3nc4ccccc4[nH]3)ccc2C)c1 | -4%[76.3 µM] | 3.2% | ?
Cc1cc2c(cc1S(=O)(=O)Nc1ccc(OC(F)(F)F)cc1)OCC(=O)N2 | -4%[76.3 µM] | 0.0% | -5%
COc1ccc(NC(=O)NCc2c(-n3cccc3)sc3c2CCCC3)c(OC)c1 | -4%[76.3 µM] | -5.1% | -13%
COC(=O)c1c(NC(=O)c2cc3ccccc3c(=O)o2)sc2c1CCCC2 | 12%[76.3 µM] | 1.0% | -7%
CCOc1ccc(CC(=O)Nc2c(C(=O)c3ccccc3)oc3ccc(Cl)cc23)cc1OCC | 8%[76.3 µM] | 0.0% | -18%
COc1ccc(CCNC(=O)Cn2c(=O)n(-c3ccc(C)c(C)c3)c(=O)c3c(C)c(C)sc32)cc1OC | 7%[76.3 µM] | 9.2% | -19%
CCC(C)NC(=O)C1CCC(CNS(=O)(=O)c2cccc3nsnc23)CC1 (centres undefined) | 10%[76.3 µM] | -1.1% | -2%
COc1ccccc1NC(=O)C1=C(C)Nc2nc(SCc3ccccc3F)nn2C1c1cccnc1 (centres undefined) | -1%[76.3 µM] | 3.4% | -12%
O=C(NCCc1cccs1)c1ccc(Cn2c(SCc3cccc(F)c3)nc3cccnc32)cc1 | 10%[76.3 µM] | 0.0% | -29%
O=c1c2ccccc2n2c(-c3ccc(F)c(F)c3)nnc2n1CCc1ccccc1 | 14%[76.3 µM] | -2.6% | 0%
CCc1ccc(NC(=O)Cn2c(=O)n(Cc3ccco3)c(=O)c3cccnc32)cc1 | 7%[76.3 µM] | 16% | -22%
O=C(CC1C(=O)OCCN1Cc1ccccc1)Nc1cccc(C(F)(F)F)c1 (centres undefined) | -11%[76.3 µM] | 2.2% | ?
COc1ccc(C(=O)N2c3nc(-c4ccco4)nn3C3(CCCCC3)[C@@H]3CCCC[C@@H]32)cc1OC | 5%[76.3 µM] | 0.0% | -4%
CCOC(=O)C1CCCN(C(=O)c2cc3c(=O)[nH]c4ccc(C)cc4c3s2)C1 (centres undefined) | 2%[76.3 µM] | -1.5% | -2%
COC(=O)c1cc(NC(=O)Cn2ncc3c2-c2ccccc2OC3)cc(C(=O)OC)c1 | -11%[76.3 µM] | 1.4% | ?
O=C(Cn1c(SCc2ccc(F)cc2)nc2cccnc21)Nc1ccccc1F | -3%[76.3 µM] | 0.0% | -25%
